FBA Mtb inh: inhibits M. tuberculosis FBA enzyme; inhibition, % at 1 µM; AID 588726; P9WQA3; 2.3% of 360,000 active; purified M. tuberculosis FBA, fluorescence read-out; in the data active = inhibition above about 27%;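 also: 0% = vehicle and 100% = reference inhibitor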
Target sequence (P9WQA3 whole entry, looked up): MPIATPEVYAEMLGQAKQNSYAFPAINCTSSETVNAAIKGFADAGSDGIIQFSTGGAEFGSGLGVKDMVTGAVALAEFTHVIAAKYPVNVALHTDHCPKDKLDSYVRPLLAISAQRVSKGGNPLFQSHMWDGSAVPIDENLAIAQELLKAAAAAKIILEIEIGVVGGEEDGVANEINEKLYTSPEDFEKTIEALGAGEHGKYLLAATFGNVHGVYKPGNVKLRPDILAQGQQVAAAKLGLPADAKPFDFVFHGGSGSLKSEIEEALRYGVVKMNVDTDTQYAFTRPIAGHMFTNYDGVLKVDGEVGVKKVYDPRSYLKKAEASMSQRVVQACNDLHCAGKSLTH
BioA inh: blocks M. tuberculosis BioA enzyme activity | purified M. tuberculosis BioA enzyme, plate reader | inhibition, % at 9.99 µM | 0.096% of 360,000 active; in the data active = inhibition above about 40%; inconclusive = no clear call, values can overlap the other calls
CCHF vOTU inh: blocks the CCHF virus ovarian tumor domain protease. CCHFV vOTU protease, Pep-AMC fluorescence. inhibition, % at 11.5 µM. 0.55% of 370,000 active; also: 0% = vehicle wells with enzyme and 100% = no enzyme wells
PrPC surface inh: reduces human prion protein on the cell surface | P04156 | 0.43% of 370,000 active | cell surface PrPC, TR-FRET read-out | inhibition, % at 13.8 µM; in the data active = inhibition above about 24%; also: 0% = median of the test wells and 100% = reference compound wells
Mtb UGM inh: blocks M. tuberculosis UGM enzyme. AID 504406. inhibition, % at 10 µM. P9WIQ1. purified UGM, fluorescence polarization probe displacement. 0.06% of 320,000 active; in the data active = inhibition above about 10%, passing the limit was not always enough; inconclusive = no clear call, values can overlap the other calls
Target sequence (P9WIQ1 whole entry, looked up): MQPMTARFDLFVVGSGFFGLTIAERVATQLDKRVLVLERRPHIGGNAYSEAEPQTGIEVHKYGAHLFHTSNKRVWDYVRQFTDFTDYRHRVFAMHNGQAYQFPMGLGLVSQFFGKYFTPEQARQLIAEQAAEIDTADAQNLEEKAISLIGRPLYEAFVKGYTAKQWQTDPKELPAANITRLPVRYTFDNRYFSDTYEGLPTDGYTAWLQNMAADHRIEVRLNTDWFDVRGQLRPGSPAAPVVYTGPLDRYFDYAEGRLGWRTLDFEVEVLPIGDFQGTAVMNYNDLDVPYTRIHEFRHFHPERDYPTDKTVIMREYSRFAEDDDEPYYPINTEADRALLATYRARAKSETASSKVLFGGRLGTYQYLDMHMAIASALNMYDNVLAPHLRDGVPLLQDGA
BoNT-A LC inh2: inhibitors of Botulinum neurotoxin A light chain protease | multiplex microsphere protease substrate cleavage, flow cytometry | inhibition, % at 10 µM | 0.17% of 360,000 active | AID 588499; in the data active = inhibition above about 30%; inconclusive = no clear call, values can overlap the other calls; also: plate controls were buffer without enzyme for full effect and enzyme alone for no effect
BoNT-F LC inh: blocks Botulinum neurotoxin F light chain protease; Multiplex microsphere protease cleavage assay, flow cytometry; inhibition, % at 10 µM; 0.22% of 360,000 active; in the data active = inhibition above about 35%, passing the limit was not always enough; inconclusive = no clear call, values can overlap the other calls; also: plate controls were buffer without enzyme for full effect and enzyme alone for no effect
GDH-TPI counter: GDH-TPI coupled enzyme inhibition counter-screen; GDH-TPI coupled enzyme counterscreen, NADH absorbance; inhibition, % at 4.8 µM; 1.2% of 360,000 active; AID 588335;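 also: 0% = DMSO wells and 100% = wells lacking the enzyme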
FadD28 FP inh: M. tuberculosis FadD28 bisubstrate binding inhibition. FadD28 bisubstrate probe binding, fluorescence polarization. inhibition, % at 12.5 µM. 0.22% of 360,000 active; in the data active = inhibition above about 8.5%, passing the limit was not always enough; inconclusive = no clear call, values can overlap the other calls
Numbers without * were called inactive; ? = inconclusive; . = not tested or not shown. Rule as the data show it, unless noted: active = inhibition above about 30%; inactive = the rest.

cpd | Compound | Mtb UGM inh | FadD28 FP inh | BioA inh | PrPC surface inh | BoNT-F LC inh | BoNT-A LC inh2 | FBA Mtb inh | CCHF vOTU inh | GDH-TPI counter
1 | Cc1nc(NC(=O)/C=C/c2ccc(F)cc2)sc1C(=O)N(C)C | -0.8 | -2.1 | . | 7 | -5 | -0.9 | -2 | -4 | 34*
2 | COc1ccccc1CNC(=O)CNC(=O)N1CC(=O)Nc2ccccc21 | 2.2 | -0.2 | -0.3 | 0 | -6 | -0.9 | 3 | 5 | -3
3 | CC(C)C(C(=O)NC1CCCC1)N(CC1CCCO1)C(=O)CNS(=O)(=O)c1ccc(F)cc1 (stereo not drawn) | 0.4 | -0.5 | -0.8 | 5 | 11 | 1.7 | -3 | -5 | 0
4 | CCOC(=O)CSc1nnc(Cc2ccc(OC)cc2)n1-c1ccccc1 | -0.2 | -3.3 | . | 2 | -6 | -0.1 | -1 | 7 | -8
5 | O=C(Nc1cccc2c1CCCC2)c1ccc(Cl)c([N+](=O)[O-])c1 | -3.4 | -0.1 | . | 4 | -5 | -0.7 | -2 | 2 | 8
6 | Cn1c(=O)c2[nH]c(NN=Cc3ccc(Br)cc3)nc2n(C)c1=O | . | -2.1 | -0.9 | -6 | -5 | -0.2 | -2 | 4 | 28
7 | Cc1[nH]nc2c1C1(CCOCC1)C(C#N)=C(N)O2 | 1.4 | -1.8 | -1.2 | . | -6 | -0.6 | -1 | . | 4
8 | CCCn1nnc2ccccc2c1=O | 0.6 | -0.5 | -1.7 | -5 | -5 | 0.0 | 1 | 1 | 8
9 | COc1cc(C(=S)N2CCOCC2)ccc1OC(=O)c1ccc(Br)cc1 | -1.1 | -4.2 | -1.0 | -2 | ? | -1.1 | -1 | 1 | -13
10 | CCCC(CNC(=O)COC(=O)C1=NNC(=O)CC1)c1ccc(Cl)cc1Cl (stereo not drawn) | 1.1 | -5.7 | . | 0 | -9 | 0.2 | -2 | 5 | -12
11 | COC(=O)CC1COc2ccccc2N1C(=O)c1cccc(Cl)c1 (stereo not drawn) | -0.2 | 0.2 | 2.6 | -2 | -3 | 0.2 | -2 | 14 | 4
12 | COC(=O)[C@@]1(Cc2ccc(F)cc2)[C@H]2c3cc(C(=O)N(C)C)n(C[C@H](O)CO)c3C[C@H]2CN1C(=O)c1ccccc1 | -1.6 | -0.4 | -0.2 | -2 | -3 | -0.4 | 0 | 7 | 3
13 | O=C(c1cccs1)N1N=C(c2ccccc2)CC1c1ccccc1 (stereo not drawn) | -2.3 | -2.2 | 4.0 | -12 | 0 | 0.0 | -1 | 7 | 10
14 | Cc1ccccc1S(=O)(=O)/N=C(/c1ccccc1)N(C)C | -0.3 | -1.9 | -2.3 | -3 | -1 | -0.2 | -2 | 8 | -3
15 | CCCCOc1ccccc1NC(=O)Cn1c(-c2nonc2N)nc2ccccc21 | 0.3 | -1.7 | -1.1 | 3 | 12 | -0.5 | -2 | 16 | 9
16 | Cc1ccc(S(=O)(=O)N(C)C)cc1NC(=O)COC(=O)COc1ccc2c(C)cc(=O)oc2c1 | -0.4 | -3.0 | 9.1 | 5 | -2 | 0.0 | 26 | -19 | 7

Filtered by structure, the compounds so far containing an NH in an aromatic ring.
cpd | Compound | Mtb UGM inh | FadD28 FP inh | BioA inh | PrPC surface inh | BoNT-F LC inh | BoNT-A LC inh2 | FBA Mtb inh | CCHF vOTU inh | GDH-TPI counter
6 | Cn1c(=O)c2[nH]c(NN=Cc3ccc(Br)cc3)nc2n(C)c1=O | . | -2.1 | -0.9 | -6 | -5 | -0.2 | -2 | 4 | 28
7 | Cc1[nH]nc2c1C1(CCOCC1)C(C#N)=C(N)O2 | 1.4 | -1.8 | -1.2 | . | -6 | -0.6 | -1 | . | 4

Next records
cpd | Compound | Mtb UGM inh | FadD28 FP inh | BioA inh | PrPC surface inh | BoNT-F LC inh | BoNT-A LC inh2 | FBA Mtb inh | CCHF vOTU inh | GDH-TPI counter
17 | COc1ccccc1N1CCN(C(=O)c2ccncc2)CC1 | -1.1 | -8.2 | 1.1 | 3 | 5 | 0.3 | 2 | 1 | 3
18 | O=P(OCC1CC1)(c1ccccc1)c1ccccc1 | -1.3 | -0.5 | 0.1 | -2 | 6 | 0.5 | 8 | 9 | -6
19 | COc1cccc(C(C)(O)c2nc(-c3ccc(F)cc3OC)cs2)c1 (stereo not drawn) | . | -0.2 | 0.1 | 1 | -6 | -0.8 | -1 | -9 | 13
20 | CCOc1cc(N2CCOCC2)c(OCC)cc1NC(=O)COC(=O)CCn1c(C)csc1=O | 0.2 | 0.6 | 3.0 | -5 | 18 | 7.0 | 1 | -4 | 6
21 | CC1CCCCC1NC(=O)c1cccc(N2C(=O)C3C4C=CC(C4)C3C2=O)c1 (stereo not drawn) | -0.6 | -2.6 | -1.8 | 3 | 5 | -0.9 | -4 | 7 | -9
22 | COc1ccc(C(=O)N=c2sc3ccccc3n2C)cc1OC | 3.0 | -1.5 | -1.1 | -4 | -6 | -0.3 | 4 | -13 | 28
23 | C=CCn1c(=S)[nH]c2cc(C(=O)Nc3ccc(OC)c(OC)c3)ccc2c1=O | -3.7 | -3.9 | . | -1 | -30 | -7.6 | -3 | 8 | -2
24 | Cn1c(=O)c2c(SCC(=O)Nc3nccs3)nc(C3CC3)nc2n(C)c1=O | 1.1 | -4.8 | 0.8 | 2 | 3 | 0.5 | -4 | -8 | 6
25 | O=C1NC(c2ccc(Br)cc2)Oc2ccccc21 (stereo not drawn) | -1.0 | -11 | -1.5 | -1 | ? | -2.5 | 1 | -5 | -3
26 | CC1(C(=O)OCC(=O)Nc2cccc(S(=O)(=O)NC3=NCCCCC3)c2)CC1(Cl)Cl (stereo not drawn) | -0.1 | 1.8 | . | 0 | -7 | 0.0 | 2 | 1 | -7
27 | CCOc1ccc(S(=O)(=O)N2CCOCC2)cc1NC(=O)CSCC(=O)Nc1ccc(OC)cc1 | . | -2.8 | -0.9 | 4 | -14 | -0.2 | 2 | 2 | 5
28 | C[n+]1ccccc1/C=C/c1ccc([N+](=O)[O-])cc1 | 0.4 | -1.5 | 0.1 | -69 | -64 | -4.3 | -1 | -6 | 35*
29 | N#Cc1cc2c(nc1Cl)CCCC2 | -0.7 | -0.4 | -1.8 | 4 | -3 | -0.4 | 1 | -10 | 1
30 | Nn1c(SC/C=C/c2ccccc2)nnc1-c1ccncc1 | -1.1 | -2.3 | . | 4 | 5 | 2.7 | 2 | -7 | 12
31 | Nc1ccc(Cn2ccc3c4c(N)nc(N)nc4ccc32)cc1 | . | -3.5 | . | 9 | -43 | -0.1 | 2 | 14 | 21
32 | Cc1cc(N2CCCCCC2)nc2ccccc12 | -0.9 | -1.0 | 3.3 | -3 | -16 | 0.1 | 7 | 14 | 24

Single values from the results shown.
compound 26 | PrPC surface inh: 0
compound 31 | PrPC surface inh: 9
compound 27 | BoNT-F LC inh: -14

(continued)
cpd | Compound | Mtb UGM inh | FadD28 FP inh | BioA inh | PrPC surface inh | BoNT-F LC inh | BoNT-A LC inh2 | FBA Mtb inh | CCHF vOTU inh | GDH-TPI counter
33 | NC(=O)COc1ccccc1C(=O)O | 1.7 | -2.9 | . | -9 | -1 | -0.8 | -5 | -11 | -3
34 | CC(=O)NS(=O)(=O)c1ccc(NC(=O)/C=C/c2ccccc2)cc1 | -0.4 | -2.8 | . | -10 | -3 | 0.2 | 0 | 1 | 16
35 | Cc1cccc(NC(=O)c2nc[nH]c2C(=O)N2CCc3ccccc3C2)c1 | -1.6 | -3.5 | 0.1 | 1 | 4 | -0.1 | 1 | -3 | -6
36 | CCOC(=O)N1CCN(C(=O)c2noc(C(C)C)c2[N+](=O)[O-])CC1 | -0.9 | -2.6 | 0.0 | -2 | -6 | 0.3 | 2 | 0 | -5
37 | Cc1cc(C)cc(OCC(=O)NNC(=O)CC(C)c2ccccc2)c1 (stereo not drawn) | . | -4.0 | -0.6 | -8 | -9 | -0.2 | -5 | 0 | -2
38 | COC(C(=O)Nc1ccnn1C1CCN(Cc2cnn(C)c2)CC1)c1ccccc1 (stereo not drawn) | -1.4 | . | -1.5 | -4 | -1 | 1.4 | 1 | -4 | 4
39 | COc1ccc(N=C2NC(=O)C(CC(=O)NCCc3ccc(OC)c(OC)c3)S2)cc1 (stereo not drawn) | -1.3 | -2.2 | 1.5 | -1 | -6 | -0.9 | 0 | -3 | 4
40 | CCC1CCCCN1C(=O)CSc1nc2c(cnn2-c2ccc(C)cc2)c(=O)[nH]1 (stereo not drawn) | -1.0 | -2.1 | -0.9 | -4 | -4 | -0.3 | 4 | -2 | -4
41 | O=C(CSc1nc2ccccc2n1S(=O)(=O)c1ccccc1)N1CCCCC1 | -0.7 | 0.1 | 0.1 | 1 | -10 | 0.2 | 3 | 8 | 1
42 | Cn1c(OCc2ccc3c(c2)OCO3)nc2c1c(=O)n(Cc1ccc(Cl)c(Cl)c1)c(=O)n2C | -1.6 | -1.4 | 0.5 | -4 | -26 | -1.4 | 2 | 18 | 4
43 | COc1ccc(S(=O)(=O)Nc2c(C(=O)O)[nH]c3ccccc23)cc1OC | 1.5 | -4.0 | . | -2 | -2 | 0.2 | 1 | -1 | -5
44 | Cn1c(SCC(=O)Nc2nc(C(C)(C)C)cs2)nnc1C1CC1 | -3.0 | -3.8 | . | 6 | -8 | -0.8 | -3 | 0 | -11
45 | O=S(=O)(NCC(c1cccnc1)N1CCOCC1)c1ccc(Cl)cc1 (stereo not drawn) | 1.8 | 0.7 | 0.9 | 0 | -1 | -0.4 | -3 | -6 | 1
46 | O=C(Nc1cccc(Cl)c1)Nc1ccnc(-c2cccnc2)n1 | 0.1 | -8.6 | . | -12 | -5 | -0.4 | -2 | 32* | 2
47 | COC(=O)c1cc(OC)c(OC)cc1NC(=O)c1ccc(C)cc1 | -2.0 | -0.5 | -2.3 | 2 | 8 | 1.0 | -2 | -5 | 8
48 | O=C(O)CCn1ncc2ccccc2c1=O | 3.2 | -2.7 | 2.6 | -3 | -9 | -1.0 | -10 | 7 | -8
49 | CC(C)(C)n1nnnc1C(c1cccs1)N(Cc1ccc(Cl)cc1)CC1CCCO1 (stereo not drawn) | -2.0 | 0.3 | 0.0 | 6 | 8 | 0.6 | -2 | 14 | 4
50 | COc1ccc(NC(=O)C23CCC(C2)C(C)(C)C3=O)cc1 (stereo not drawn) | -0.8 | 0.1 | 0.1 | 5 | 5 | 1.0 | 0 | -8 | -11
51 | Cc1cc(Cl)ccc1Oc1nc(-c2ccc(F)cc2)ccc1C#N | -0.9 | -1.3 | -2.6 | -3 | 0 | ? | 1 | -2 | 12
52 | CCCOC(=O)c1ccc(Nc2cc(C)nc3ncnn23)cc1 | -0.7 | -2.6 | 6.4 | -4 | -19 | -0.9 | 8 | 0 | 10
53 | Cc1cccc(C)c1OCC(O)CNC(C)c1ccccc1 (stereo not drawn) | -0.1 | -0.2 | -1.6 | 4 | -12 | -0.5 | 4 | 14 | -1
54 | COc1ccc(CNC(=O)CN2CCN(S(=O)(=O)c3cc(Br)ccc3Br)CC2)cc1OC | . | -11 | -0.6 | -6 | -3 | 2.6 | -1 | -6 | 3
55 | COC[C@]12CN(C)C3C4[C@H](OC)[C@H]1C3([C@@H](OC)C[C@H]2O)[C@@H]1C[C@@]2(O)[C@H](OC(=O)c3ccccc3)[C@@H]1[C@]4(OC(C)=O)[C@@H](O)[C@@H]2OC | -1.0 | -1.1 | -1.1 | . | -5 | -0.4 | 1 | . | 3
56 | C=CCn1c(COc2cccc3cccnc23)nnc1SCC(=O)OC | -1.7 | -1.9 | 0.5 | -2 | 3 | 1.8 | 2 | -11 | -13
57 | COc1ccccc1NS(=O)(=O)c1cccc(C(=O)N/N=C/c2c(CO)cnc(C)c2O)c1 | 0.8 | -3.5 | -1.9 | -2 | -8 | 0.0 | 10 | -12 | 19
58 | Cn1cccc1Cc1nnc(SCC(=O)NCc2ccccc2)n1-c1ccc(F)cc1 | 0.6 | -5.4 | 1.2 | -7 | -2 | -0.3 | -2 | 14 | 1
59 | c1ccc(CSc2nnc3ccc(-c4ccncc4)nn23)nc1 | -0.4 | -0.4 | 0.7 | -30 | -2 | 0.1 | 2 | -13 | 5
60 | CCCCC(=O)NC(=S)NNC(=O)c1ccc(Cl)cc1Cl | . | -1.9 | -0.6 | 5 | -6 | -1.3 | 3 | 2 | 1
61 | C=CCN1C(=O)CS/C1=N/c1nccs1 | 3.5 | -2.3 | . | 0 | -6 | -6.4 | 2 | 4 | -6
62 | Cc1cc(=O)[nH]c(-c2cccs2)n1 | -4.7 | -0.6 | . | 8 | 0 | 0.6 | 0 | -8 | -2

Not a hit list. About 4.8% of those tested had a hit in this group.
